phage Ecoli inh – E. coli growth loss with phage present. AID 651602. inhibition, % at 11.9 µM. 360,000 compounds, 0.26% hits. growth absorbance; in the data active = inhibition above about 11%
AddAB inh – less growth of phage-infected E. coli with AddAB; E. coli expressing H. pylori AddAB, absorbance growth; inhibition, % at 11.9 µM; 330,000 compounds, 0.29% hits; in the data active = inhibition above about 12%;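 note: 0% = vehicle wells of infected cells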
PfHsp90 yeast 2 – inhibits growth of yeast expressing Plasmodium falciparum Hsp90; S. cerevisiae expressing PfHsp90, BacTiter-Glo ATP, 48 h; yeast lacking PDR1 and PDR3 efflux regulators; inhibition, % at 9.4 µM; 310,000 compounds, 0.32% hits; AID 504621;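 active = every replicate shows inhibition above about 80%, whatever the replicate mean, limit read from the data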;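 note: 0% = DMSO neutral controls and 100% = 20 µM radicicol positive controls; yeast relying on Plasmodium falciparum Hsp90 in place of its own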
Wnt bcat act – activates Wnt/beta-catenin signaling in a reporter cell assay. activator, plate reader. activation, % at 9.35 µM. 300,000 compounds, 1.2% hits; in the data active = activation above about 30%, passing the limit was not always enough;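 note: 0% = neutral control wells and 100% = positive control wells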
Tat export inh – blocks Tat-dependent protein export in E. coli; 340,000 compounds, 0.036% hits; inhibition, % at 10 µM; E. coli MC4100 TorA-mCherry Tat export, fluorescence; AID 488895;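 active = mean replicate inhibition at least 50% and at least half of replicates individually reaching 50%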;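 note: exported cargo escapes ClpAP degradation while cytoplasmic cargo is degraded and loses fluorescence; 0% = median of neutral control wells and 100% = median of NaSCN control wells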
CAL PDZ inh – human CAL PDZ-peptide interaction inhibition; purified CAL PDZ, TMR-peptide fluorescence polarization, 1 h; inhibition, % at 20 µM; 330,000 compounds, 0.02% hits; Q9HD26;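 active = highest replicate inhibition of at least 40%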;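 note: plate controls were DMSO neutral control wells for no effect and unlabeled competitor peptide control wells for full effect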
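Read-out basis: mP drop reported as inhibition | Assay system: Tagged CAL PDZ protein CerCALP, purified | Benchmarks: Unlabelled peptide for full inhibition, DMSO wells as neutral | Schedule: 1 h incubation at room temperature before polarization reading | Buffer or medium: Sodium phosphate/NaCl buffer pH 7.4 with TCEP, IgG, Thesit | Doses: Single point, 20 µM | Measured by: Fluorescence polarization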
E coli growth – reduces bacterial viability in AddAB counter-screen | AID 449728 | inhibition, % at 11.9 µM | E. coli V3065 growth, OD600 absorbance, 18 h | 330,000 compounds, 0.27% hits;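 active = inhibition above the campaign's mean inhibition across all tested compounds plus 3 SD, cut at about 9.9% in these data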;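 note: uninfected addAB+ strain grown without phage in ampicillin broth; 0% = DMSO wells and 100% = ciprofloxacin 0.95 µg/ml wells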
DAGLB inh – blocks human DAGLB lipase activity; inhibition, % at 5.17 µM; HEK293T DAGLB membrane lysate, EnzChek fluorogenic substrate; Q8NCG7; 340,000 compounds, 0.059% hits; AID 504411; in the data active = inhibition above about 34%;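 note: 0% = enzyme with vehicle and 100% = wells lacking enzyme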
Target sequence (Q8NCG7 whole entry, looked up): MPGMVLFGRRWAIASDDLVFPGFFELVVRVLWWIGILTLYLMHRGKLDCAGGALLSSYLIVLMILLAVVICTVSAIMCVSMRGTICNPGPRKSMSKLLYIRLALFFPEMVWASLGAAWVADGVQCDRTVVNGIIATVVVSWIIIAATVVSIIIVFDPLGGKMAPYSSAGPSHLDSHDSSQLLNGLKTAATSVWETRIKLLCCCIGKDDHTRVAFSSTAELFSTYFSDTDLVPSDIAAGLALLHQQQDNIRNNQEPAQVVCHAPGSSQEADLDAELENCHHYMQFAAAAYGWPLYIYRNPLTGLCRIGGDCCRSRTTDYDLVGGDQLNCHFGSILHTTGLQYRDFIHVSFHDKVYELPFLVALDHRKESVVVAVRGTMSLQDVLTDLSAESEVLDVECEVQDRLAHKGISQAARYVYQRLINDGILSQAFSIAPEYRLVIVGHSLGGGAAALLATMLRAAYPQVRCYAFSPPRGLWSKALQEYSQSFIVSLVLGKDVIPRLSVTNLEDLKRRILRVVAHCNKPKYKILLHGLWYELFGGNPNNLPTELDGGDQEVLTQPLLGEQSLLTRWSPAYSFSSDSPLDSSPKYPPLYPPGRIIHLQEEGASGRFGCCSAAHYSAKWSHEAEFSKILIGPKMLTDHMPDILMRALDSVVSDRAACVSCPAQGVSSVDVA
Rtt109 Vps75 – C. albicans Rtt109 histone acetyltransferase inhibition. Q5AAJ8. purified Rtt109/Vps75, ThioGlo CoA-SH fluorescence, 4 h. inhibition, % at 34.9 µM. 330,000 compounds, 0.16% hits. AID 540336;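 active = inhibition of at least 50% in every replicate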
Target sequence (Q5AAJ8 whole entry, looked up): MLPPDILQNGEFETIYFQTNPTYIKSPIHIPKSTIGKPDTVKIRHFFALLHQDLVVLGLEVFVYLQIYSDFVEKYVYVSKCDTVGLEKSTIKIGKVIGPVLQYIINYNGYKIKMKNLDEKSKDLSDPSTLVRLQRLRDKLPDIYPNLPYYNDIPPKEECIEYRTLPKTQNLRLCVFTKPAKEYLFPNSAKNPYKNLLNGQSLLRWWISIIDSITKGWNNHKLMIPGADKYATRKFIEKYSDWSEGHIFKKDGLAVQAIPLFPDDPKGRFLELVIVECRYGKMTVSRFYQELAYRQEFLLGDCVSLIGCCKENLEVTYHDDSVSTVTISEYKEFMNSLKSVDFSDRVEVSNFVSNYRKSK
PvdQ inh – blocks Pseudomonas aeruginosa PvdQ acylase activity; inhibition, % at 10 µM; 340,000 compounds, 0.063% hits; AID 488965; purified PvdQ acylase, fluorescence plate reader; in the data active = inhibition above about 30%, passing the limit was not always enough;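 note: 0% = vehicle neutral wells and 100% = reference inhibitor wells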
Active calls of the source: *; . = not tested or not shown. Outcome played no part in choosing rows. Share with any hit: about 1.9%.

SMILES	phage Ecoli inh	AddAB inh	PfHsp90 yeast 2	Wnt bcat act	Tat export inh	CAL PDZ inh	E coli growth	DAGLB inh	Rtt109 Vps75	PvdQ inh
CCCc1ccc(S(=O)(=O)Nc2ccc(C)c(NS(C)(=O)=O)c2)cc1	0.1	3.0	13	-1	-1	-0.8	-2.7	.	-12	3
CC1=C(C(=O)OCc2ccccc2)C(c2ccccc2OC(F)F)NC(=O)N1 (stereo not given)	0.1	-1.4	2	.	6	-2.5	0.1	1	-5	-18
O=C(COC(=O)c1cc2ccccc2cc1O)NC(=O)NCc1ccco1	3.8	-1.7	0	-2	-3	-3.4	-1.4	3	-2	-3
NC(=O)COC(=O)c1cc([N+](=O)[O-])ccc1NCCO	3.5	4.5	9	5	-3	1.1	4.4	-2	11	6
NNC(=O)CNC(=O)c1cccc(Br)c1	-0.4	-2.1	1	.	-13	.	-3.0	2	-9	6
Cc1cc(C)nc(SCc2nnc(SCC(=O)Nc3ccc(Cl)c(C(F)(F)F)c3)o2)n1	4.9	0.4	-6	.	7	-2.8	2.9	-1	-4	-12
COc1cc2c(C(=O)O)c(C)n(CC(C)C)c2c2ccccc12	0.5	.	-15	.	-5	1.0	.	5	-3	3
O=C(CCCN1C(=O)/C(=C/c2ccccc2)SC1=S)Nc1ccc(O)cc1	3.7	2.3	-1	-2	0	-0.4	0.2	2	-2	-11
COCCNC(=O)CSc1nccn1Cc1ccc2c(c1)OCO2	0.4	-1.4	11	1	3	-3.9	-0.6	1	-16	-10
NC(=O)c1ccc(NS(=O)(=O)c2ccc(Br)s2)cc1	1.8	2.0	3	2	-4	-0.6	-2.8	-1	1	-4
Cc1c(O)ccc(C(=O)CN2C(=O)c3ccccc3C2=O)c1O	2.5	0.1	-11	-5	-2	-1.4	-1.3	0	-15	7
COc1cccc(NC(=O)CN(c2cccc(F)c2)S(C)(=O)=O)c1	2.5	1.4	-1	-1	0	-1.5	0.4	1	.	-7
COc1ccc(/C=C(\C#N)C(=O)ONC2=NCCCCC2)cc1	2.2	1.3	9	-1	-9	-1.4	0.8	1	3	-5
CCCOc1ccc(-c2nc[nH]c2[N+](=O)[O-])cc1	3.4	0.7	-4	0	0	1.0	-2.3	-2	7	-12
Cc1cccc(C)c1C(=O)N[C@@H](Cc1ccccc1)C(=O)O	1.7	-0.8	9	-1	2	-1.2	-1.4	0	-3	-12
O=C(CN1C(=O)NC2(CCCC2)C1=O)Nc1ccc(F)c(Cl)c1	2.0	3.2	-4	-3	13	-0.4	-1.0	-3	-3	-6
Cc1ccc(-n2c(C)c3c(C)nnc(C)c3c2C)cc1N	1.4	0.8	-20	-2	-20	0.3	0.6	1	5	-7
COc1ccccc1N1CC(C(=O)NCCN2C(=O)S/C(=C\c3cccnc3)C2=O)CC1=O (stereo not given)	0.3	0.2	.	0	2	-0.5	0.2	2	-6	-13
COc1ccc(NC(=O)NNC(=O)COc2ccc(Cl)cc2C)cc1OC	1.5	-4.0	-42	1	1	-0.7	-1.5	1	2	-10
Cc1cc2ccccn2c1C(=O)c1ccc(Cl)c([N+](=O)[O-])c1	3.9	1.7	-15	-1	6	-0.9	1.9	-2	12	8
Cc1occc1C(=O)NNC(=O)c1ccccc1C(=O)O	5.4	1.2	0	2	1	0.1	-3.7	.	-9	-12
C[C@H](NC(=O)COc1ccc(Cl)cc1)C(=O)N1CCC2(CC1)NCCc1[nH]cnc12	1.7	2.7	6	-1	3	-0.7	-2.4	1	-3	-18
Cc1ccc(-c2c(NC(=O)c3ccco3)oc3ccccc3c2=O)cc1	-0.7	93*	4	-1	-3	-2.2	39*	0	15	10
O=C(Nc1cccc(F)c1)[C@@H]1CCCN1	-1.3	0.8	16	-1	-5	-2.9	1.6	-1	5	-5
CN=C(NC)SC1CC(=O)N(c2ccccc2)C1=O (stereo not given)	2.3	1.1	0	2	1	-1.1	-0.1	5	2	5

Remaining list, next part:
SMILES	phage Ecoli inh	AddAB inh	PfHsp90 yeast 2	Wnt bcat act	Tat export inh	CAL PDZ inh	E coli growth	DAGLB inh	Rtt109 Vps75	PvdQ inh
Cc1ccccc1NC(=S)NN1CCN(C)CC1	0.5	-0.6	5	1	-1	-0.5	-1.3	1	4	-8
CSCc1cc(N2CCCC2)nc(-c2ccccc2)n1	3.7	0.6	-17	-1	7	-2.7	-2.1	-10	-8	-3
Cc1ccc(CSc2ccc(-c3ccc4c(c3)OCO4)nn2)cc1	5.2	0.3	3	-1	-9	0.1	0.5	-13	-4	0
C=CCN1C(=O)/C(=C\c2ccco2)C(C(=O)OC)=C1C	-3.1	2.9	1	-1	-1	0.4	3.0	3	-2	-3
COc1ccc(CN2CCC(N3CC(C)OC(C)C3)CC2)c(OC)c1OC (stereo not given)	-2.2	1.8	-28	0	-1	0.3	2.0	0	-5	-6
O=C1N[C@H](Cc2ccccc2)COC(=O)[C@@H](Cc2ccc(F)cc2)C/C=C\C[C@H]1CC(=O)N(CCO)Cc1ccccc1	2.2	0.1	-8	-4	17	0.6	-1.2	-2	6	-6
CC1=NN(c2ccccc2)C(=O)C1C(=O)c1ccc([N+](=O)[O-])cc1 (stereo not given)	2.8	-2.0	-11	1	7	-1.3	-3.0	3	4	-4
O=C(Cc1cccc2ccccc12)N/N=C/c1ccc(F)cc1	0.3	1.0	-28	.	-7	-2.3	1.9	-7	7	-11
CC(NC(=O)C1CC=CCC1C(=O)O)C1CC2CCC1C2 (stereo not given)	0.1	2.0	-14	-1	-9	-0.5	0.0	-3	3	-4
C=CCNC(=S)NC(=O)c1ccc(C)c(Br)c1	1.5	-1.0	5	0	8	-1.1	1.1	-12	1	-8
Nc1c(C(=O)Nc2cccc(C(=O)O)c2)sc2nc3c(cc12)CCCC3	3.0	1.6	-33	-1	2	1.1	-0.3	3	-12	-8
CCOC(=O)c1ccccc1NC(=O)COC(=O)c1ccccc1C(=O)N(C)c1ccccc1	-0.5	-0.1	-9	-3	4	-1.8	0.8	-1	5	15
COc1ccc(CCNC(=O)CCCOc2ccc(C)cc2)cc1OC	0.9	1.6	-12	1	-8	-0.7	-0.8	1	-1	15
COc1ccc(-n2c(=S)[nH]c3cc(C(=O)NCCCN4CCCC4=O)ccc3c2=O)cc1	3.8	0.3	13	-3	-4	.	-0.8	2	2	-10
Cc1ccc(SCC(=O)NNC(=O)CCS(=O)(=O)c2ccccc2)cc1	2.9	-0.9	.	-1	-6	-0.8	0.1	-1	11	-14
CCN1C(=O)[C@H]2[C@@H](c3ccc(-c4ccc(C(C)=O)cc4)c(OC)c3)N3CCCC[C@@]3(C(=O)OC)[C@H]2C1=O	0.9	0.7	-2	2	2	-0.9	-0.2	0	4	-6
COc1cc(/C=C/CNC[C@H]2O[C@@H](n3ccc(=O)[nH]c3=O)[C@H](O)[C@@H]2O)ccc1O	0.2	.	4	-1	2	0.0	.	-1	2	-13
O=C(COc1cc(Cl)c(Cl)cc1Cl)N1CCN(c2ccccn2)CC1	2.4	5.4	-26	0	-10	0.1	2.5	.	3	-18
Cc1ccc(S(=O)(=O)Nc2c(C(=O)O)[nH]c3ccccc23)cc1C	1.0	0.6	-7	1	-5	-2.4	0.3	-4	-3	-16
CCOc1ccc(C(=O)NC(=S)Nc2ccccn2)cc1[N+](=O)[O-]	-2.1	2.8	-14	.	-6	-3.7	0.2	-3	-3	-11
Cc1ccc(S(=O)(=O)N2CCCCC2C(=O)N2CCN(c3ccccc3F)CC2)cc1 (stereo not given)	2.0	0.8	-13	0	3	-0.9	-2.7	-1	5	-14
O=C(NCC(=O)N1CCN(c2ccccc2)CC1)c1ccccc1	1.2	-1.4	-10	-1	-10	0.3	-0.5	-2	.	2
COc1ccc(NC(=O)NNc2cc(N3CCOCC3)nc(N3CCOCC3)n2)cc1	1.9	1.4	1	-2	-7	0.4	-0.6	-1	8	3
CC(=O)Nc1ccc(Br)cc1C(=O)C(=O)O	2.4	3.2	-2	7	0	-1.3	-0.8	-2	20	3
O=C(CN1CCC(O)(c2ccc3c(c2)OCO3)CC1)OC1CCCCC1	-2.2	-0.1	11	.	-2	-3.3	-2.5	-1	6	-7

3 entries from above, arranged by number of heavy atoms, smallest number first:
SMILES	phage Ecoli inh	AddAB inh	PfHsp90 yeast 2	Wnt bcat act	Tat export inh	CAL PDZ inh	E coli growth	DAGLB inh	Rtt109 Vps75	PvdQ inh
Cc1ccc(S(=O)(=O)Nc2c(C(=O)O)[nH]c3ccccc23)cc1C	1.0	0.6	-7	1	-5	-2.4	0.3	-4	-3	-16
Nc1c(C(=O)Nc2cccc(C(=O)O)c2)sc2nc3c(cc12)CCCC3	3.0	1.6	-33	-1	2	1.1	-0.3	3	-12	-8
O=C1N[C@H](Cc2ccccc2)COC(=O)[C@@H](Cc2ccc(F)cc2)C/C=C\C[C@H]1CC(=O)N(CCO)Cc1ccccc1	2.2	0.1	-8	-4	17	0.6	-1.2	-2	6	-6

The list goes on:
SMILES	phage Ecoli inh	AddAB inh	PfHsp90 yeast 2	Wnt bcat act	Tat export inh	CAL PDZ inh	E coli growth	DAGLB inh	Rtt109 Vps75	PvdQ inh
COc1ccccc1N1CCN(S(=O)(=O)c2c[nH]c(=O)[nH]c2=O)CC1	-0.7	2.6	-2	-1	-1	0.4	1.0	-1	-2	-16
CCOC(=O)c1sc2nc(C3CC3)cc(-c3ccc(OC)cc3)c2c1N	1.2	0.2	-5	.	-8	0.2	-1.3	0	-4	0
COC(=O)COc1cccc(/C=N/NC(=O)CCSc2ccccc2)c1	3.1	2.8	2	-2	-3	-1.2	-1.7	0	0	6
Cc1ccc(C)c(NC(=S)N2CCC(NC(=O)C3CCCCC3)CC2)c1	2.3	-0.9	-7	-1	1	-2.2	-0.4	0	-3	-17
Cc1ccccc1-c1ccnc2[nH]n(-c3ccccc3)c(=O)c12	2.0	-0.9	-9	-1	3	-1.1	-2.4	2	-1	-6
CCC(=O)Nc1ccc(NC(=O)C23CC4CC(CC(C4)C2)C3)cn1	1.4	0.8	23	.	11	-2.1	-0.7	-1	7	-16
CC(C)C[C@@H](CNCC(=O)[C@H](Cc1ccccc1)NC(=O)c1[nH]cnc1C(=O)N[C@H](CN)CC(C)C)NC(=O)c1nc[nH]c1C(=O)N[C@@H](CC(=O)O)C(=O)O	-3.3	.	-42	-1	-5	1.6	.	1	-5	-8
CCC(C)(C)NC(=O)CN(C(=O)CCC(=O)Nc1nccs1)c1ccc(C)cc1	1.9	1.8	-29	-2	9	-0.2	0.6	0	-4	-18
COc1ccc(S(=O)(=O)N(C)CC(=O)N2CCCC2)cc1Cl	4.8	-0.2	-13	-17	-1	-0.5	0.6	-1	7	2
COc1ccc(C(C)=O)cc1COC(=O)Cn1cnc2ccccc2c1=O	1.0	2.4	8	.	5	-0.7	0.4	0	-11	-1
CC1=C(C(=O)Nc2cccc(C(=O)NCc3ccc(F)cc3)c2)SCCO1	5.5	3.4	-3	-1	-3	-2.4	-0.8	-1	7	11
COc1ccc(Cl)cc1NC(=O)c1cc(C)no1	3.2	.	-1	-1	0	-2.1	.	-4	-5	-9
Cn1c(=O)cc(OCC(=O)NCc2cccnc2)c2ccccc21	1.6	0.8	-19	.	-2	-0.5	0.8	0	6	-11
O=C(O)c1cc(Cl)ccc1NC(=O)C1CCCO1 (stereo not given)	0.6	-1.5	6	-1	3	-2.7	-1.1	2	-2	2
Cn1cc(C(=O)NC2C3CC4CC(C3)CC2C4)cn1 (stereo not given)	-0.9	3.2	-9	0	2	-0.5	-1.2	4	-7	-11
CCC1=C(C(=O)OC)C(c2cc(OC)ccc2OC)C(C#N)=C(N)O1 (stereo not given)	3.3	0.2	-11	-4	-3	-0.4	-3.7	-1	5	-11

From PubChem BioAssay
